Assay outcomes as filed in PubChem BioAssay.
IkB sig inh – suppresses IkB signaling in ABC-DLBCL reporter cells; ABC-DLBCL IkBa-CBG/CBR dual luciferase ratio, 4 h; response scale: scaled: untreated 0%, proteasome inhibitor 100%; Potency, µM (doses to about 57.1 µM), for inactives: at the highest dose IkBa stabilization activation; 110,000 compounds, 0.04% hits; AID 445; active = well fitted curve in the direction sought with a large enough effect in the signal ratio, not every such curve was filed as active; inconclusive = small, poorly fitted or top-dose-only effect, or a change in a side signal; the % refers to the signal ratio;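 note: the direction sought is a rising ratio; 0% = basal untreated cells and 100% = reference inhibitor full response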
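Luminescence ratio of IκBα-fused green versus native red beetle luciferase in OCI-Ly3 cells, 4 h post-doxycycline with compound; red signal alone, scaled from basal (0%) to zero light (-100%), flagged nonspecific or cytotoxic effects.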
p53ts 39C kill – p53ts cell cytotoxicity, nonpermissive temperature | Potency, µM (top dose mostly 46.1 µM), without a hit: at the highest dose activity change, negative = cell killing, most hits filed as cytotoxic | H1299-p53A138V viability at 39C, ATP luminescence, 24 h | 130,000 compounds, 1.5% hits; note: nearly all actives have a fitted effect of over 55% in size
Peg3 imprint – genomic imprint erasure induction; mouse ES Peg3-LacZ reporter, beta-gal luminescence, 40 h; 110,000 compounds, 0.02% hits; AID 1948; Potency, µM (titrated, usually from 60.7 µM), inactives show top-dose activity change, positive = activation, hits mostly activators;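 note: 0% = negative control wells on the plate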
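Gelatin-coated wells received 300 freshly trypsinized female ES cells with a Peg3LacZ-Neo reporter on the maternal allele, then incubated 40 hours at 37C. BetaGlo was added for 5 minutes at room temperature before a single luminescence read.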
p53ts 32C tox – kills p53ts cells at the permissive temperature; H1299-p53A138V at 32C, ATP luminescence viability, 24 h; 130,000 compounds, 0.93% hits; Potency, µM (top dose mostly 46.1 µM), for inactives: top-dose activity change, negative = cytotoxicity, actives largely listed as cytotoxic;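 note: 0% = DMSO and -100% = full killing by reference compound; nearly all actives have a fitted effect of over 55% in size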
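Viability by ATPlite luminescence after 24 h compound treatment (up to 46 uM) at the permissive 32C. Cells are H1299 carrying p53 A138V. Scale runs from DMSO basal to 100 uM tamoxifen as full kill; AC50 from Hill fits.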
Active calls of the source: *; ? = inconclusive; . = no result given; [ ] = remark or other dose. Unless noted, calls come from the whole dose curve; as a rule, active = well fitted curve in the direction sought with a large enough effect; inconclusive = small, poorly fitted or top-dose-only effect, or another doubt; inactive = no such curve, though single readings can be large; an effect the other way counts as inactive or inconclusive. Unless noted, % is set by controls: 0 for no effect and ±100 for the full control effect; potency is the fitted concentration of half-maximal effect.

SMILES	IkB sig inh	p53ts 39C kill	Peg3 imprint	p53ts 32C tox
CCOC(=O)c1c(NC(=O)c2cc(=O)c3c(C)cc(C)cc3o2)sc(C(C)=O)c1C	-1.1%	-10%	-4%[10.9 µM]	5%
COc1ccc(CCNC(=O)COC(=O)c2ccco2)cc1OC	0.4%	-8%	2%	2%
COc1ccccc1N1CCN(C(=O)c2cnn(-c3ccc(F)cc3F)c2C2CCNCC2)CC1	-2.2%	-2%	-7%[10.9 µM]	4%
C/C(CCN1CCCCc2nc(C)c(C)cc21)=N\OC[C@@H](O)COCc1ccco1	.	0%[9.22 µM]	.	10%[9.22 µM]
CN(C=O)CP(=O)(O)CCN1CCCC1=O	2.5%	25%	-5%	15%
Fc1cccc(NCc2cccn2-c2nnc(N3CCOCC3)s2)c1	?	-8%	-8%[10.9 µM]	-5%
COc1ccc(CNc2nc(-c3ccc(OC)cc3)cc(C(F)(F)F)n2)cc1	-1.8%	-2%	-9%[10.9 µM]	-7%
COc1ccc(C(=O)c2cn(CC(=O)Nc3ccc4c(c3)OCCO4)c3ccc(OC)cc3c2=O)cc1	?	9%	-14%[10.9 µM]	6%
CC(C)CC(O)(CC(C)C)C(=O)NNc1ccccc1	.	1%	.	-1%
Cc1ccccc1-c1cc(Nc2ccccc2)ncn1	0.2%[11.4 µM]	-8%	5%	0%
CCCn1c(N2CCN(CC(=O)c3c(C)n(C)c4ccccc34)CC2)nc2c1c(=O)[nH]c(=O)n2C	0.7%	-3%	-29%	0%
O=C(Nc1cccc(C(F)(F)F)c1)c1cc(-c2ccc(Cl)s2)nc2ccccc12	4.0%	?	8%[10.9 µM]	-3%
COc1ccccc1N1CCN(C2CCN(C(=O)c3cccs3)CC2)CC1	.	18%	.	8%
CCCn1nc(NC(=O)c2cccc(Cl)c2)c2cc3cccc(C)c3nc21	0.6%	-20%	-6%[10.9 µM]	4%
C=CCn1c(SCc2ccccc2C#N)nnc1-c1cc(Br)ccc1O	?	-9%	1%	8%
COc1ccc(N2C(=O)C3CCCN3C2c2cccc(C)c2)cc1Cl (stereo not drawn)	0.4%	-10%	-21%	-1%
O=C(CSc1nnnn1-c1ccccc1)N1CCc2ccccc2C1	0.0%	10%	-18%	14%
Cc1ccc(CN2C(=O)c3ccccc3Sc3ccc(C(=O)NC4CCCC4)cc32)cc1	1.7%	?	-17%[10.9 µM]	16%
C=CCn1c(SCC(N)=O)nnc1-c1cccc(Br)c1	6.6%	-1%	-5%	6%
c1ccc2c(c1)oc1c(Nc3ccc4c(c3)OCO4)ncnc12	0.0%	3%	-53%[inhibitor]	-11%
Cc1ccccc1C(=O)Nc1ccc(OCc2cc(=O)n3ccccc3n2)cc1	-0.4%	2%	?	-10%
CCOC(=O)c1c(C)n(O)c2ccc(Cl)cc2c1=O	3.1%	-2%	-3%	-10%
c1nc(NCCN2CCOCC2)c2c3c(sc2n1)CCCCC3	1.9%	7%	-18%	0%
CCOc1cccc(-c2nc3ccccc3c(=O)o2)c1	?	10µM*	-29%[10.9 µM]	10µM*
CNc1cc(-c2ccccc2C(F)(F)F)ncn1	-2.2%[11.4 µM]	0%	?	8%
COC(=O)c1ccccc1NC(=O)c1noc2c1CC(C(C)(C)C)CC2 (stereo not drawn)	0.3%	13%	-6%	6%
O=C1CCCc2c1cc(C(=O)NCc1ccco1)c(=O)n2-c1ccccc1	2.2%	4%	.	-8%
C=C(C)C(O)/C=C/CCCCCCC (stereo not drawn)	.	-6%[9.22 µM]	.	-8%[9.22 µM]
O=c1[nH]c(=S)[nH]c2c1CN(CCCN1CCOCC1)CN2	-0.4%[11.4 µM]	3%[9.22 µM]	-16%[10.9 µM]	-5%[9.22 µM]
COc1ccccc1NC(=O)c1c(NC(=O)c2ccccc2F)sc2c1CCC2	8.3%	5%	-7%[10.9 µM]	2%

An excerpt from above in order of molar mass, ascending.
SMILES	IkB sig inh	p53ts 39C kill	Peg3 imprint	p53ts 32C tox
C=C(C)C(O)/C=C/CCCCCCC (stereo not drawn)	.	-6%[9.22 µM]	.	-8%[9.22 µM]
CCOC(=O)c1c(C)n(O)c2ccc(Cl)cc2c1=O	3.1%	-2%	-3%	-10%
O=c1[nH]c(=S)[nH]c2c1CN(CCCN1CCOCC1)CN2	-0.4%[11.4 µM]	3%[9.22 µM]	-16%[10.9 µM]	-5%[9.22 µM]
c1nc(NCCN2CCOCC2)c2c3c(sc2n1)CCCCC3	1.9%	7%	-18%	0%
C=CCn1c(SCC(N)=O)nnc1-c1cccc(Br)c1	6.6%	-1%	-5%	6%
COC(=O)c1ccccc1NC(=O)c1noc2c1CC(C(C)(C)C)CC2 (stereo not drawn)	0.3%	13%	-6%	6%
Cc1ccc(CN2C(=O)c3ccccc3Sc3ccc(C(=O)NC4CCCC4)cc32)cc1	1.7%	?	-17%[10.9 µM]	16%

(more compounds)
SMILES	IkB sig inh	p53ts 39C kill	Peg3 imprint	p53ts 32C tox
COc1c(Br)cc2c(C)c(C(=O)O)oc2c1Br	-5.4%	8%	-13%	20%
CCCOc1ccccc1-c1nc(SCC(=O)c2ccccc2)n[nH]1	7.8%	-11%	5%[10.9 µM]	-4%
O=S(=O)(NCC1CCCO1)c1ccc(Oc2ccccc2)cc1 (stereo not drawn)	9.6%	-6%	-16%	-4%
CCOC(=O)c1cccc(NC(=O)CCc2nc3cccnc3n2-c2ccccc2)c1	0.6%	-4%	-3%[10.9 µM]	1%
CC(C)Cn1c(-c2ccc(F)cc2)n[nH]c1=S	2.0%	-1%	10%	0%
CCOc1ccc(S(=O)(=O)N(CC(=O)Nc2cccnc2)c2ccccc2)cc1	?	-13%	?	8%
O=C(CCC1CCCC1)Nc1ccc(OCC(=O)N2CCOCC2)cc1	.	?	.	7.9µM*
O=C(ON=C1CCN(S(=O)(=O)c2ccccc2)CC1)c1cccc(Cl)c1	.	5%	.	5%
CCOC(=O)N1CCc2c(sc3c2c(=O)n(Cc2ccccc2)c(=O)n3Cc2cccc(Cl)c2)C1	-0.1%	-1%	-18%[10.9 µM]	-2%
COc1ccc(-c2csc(NC(=O)c3cc(C)on3)c2C#N)cc1OC	5.4%	-7%	-16%	-9%
O=C(Nc1ccccc1)NC1(C(=O)N2CCN(C(=O)c3ccco3)CC2)CCCCC1	1.5%	-3%	-5%	6%
O=C(O)c1ccc(NC(=O)c2cc(S(=O)(=O)N3CCCCC3)c(Cl)cc2Cl)cc1	4.9%	-3%	-9%[10.9 µM]	-8%
CCOC(=O)Cn1c(-c2ccccn2)nc2ccccc21	-1.2%	4%	-2%	-4%
Cc1ccc(S(=O)(=O)C2(C(=O)Nc3nccs3)CC2)cc1	-2.5%	-3%	-9%	-1%
COc1cccc(Nc2nc(-c3ccccc3)c3cc(C)ccc3n2)c1	?	2%	-8%[10.9 µM]	4%
CCOC(=O)C1CCCN(S(=O)(=O)c2cc(Br)cc3c2N(C(C)=O)CC3)C1 (stereo not drawn)	-0.4%	15%	-7%[10.9 µM]	-1%
Cc1cc(C)cc(NC(=O)Cn2cc(C(=O)c3ccncc3)c(=O)c3cc(C)c(C)cc32)c1	?	-4%	13%[10.9 µM]	23%
C[C@@]12CC(=O)[C@@H]3[C@@H](CCC4=CC(=O)CC[C@]43C)[C@@H]1CC=C2CC(=O)O	0.8%[11.4 µM]	12%[9.22 µM]	-9%[10.9 µM]	2%[9.22 µM]
Cc1cccc(-c2c3c(=O)n(C)c(=O)n(C)c3cn2CC2CCCO2)c1 (stereo not drawn)	9.1%	-6%	-9%	4%
c1cncc(-c2nc(-n3ccnc3)c3ccccc3n2)c1	-1.5%[11.4 µM]	-13%	5%	-4%
CCOC(=O)C1(C)NC(c2ccc(N(C)C)cc2)C2C(=O)N(c3ccc(OC)cc3)C(=O)C21 (stereo not drawn)	0.7%	10%	4%	-6%
Cc1onc(-c2c(F)cccc2Cl)c1C(=O)Nc1sc2c(c1C#N)CCC(C(C)(C)C)C2 (stereo not drawn)	.	7%	.	-2%
O=C(OCC1CC(c2ccccn2)=NO1)c1ccc(Br)cc1 (stereo not drawn)	1.0%	-6%	-5%	-1%
COc1ccc(CNc2nc(-c3ccco3)nn2C(=O)CC(C)C)cc1	-0.8%	?	-17%[10.9 µM]	-25%
CCOc1ccc(-c2noc(COC)n2)cc1OC	-1.7%	6%	-13%	-1%
Cc1ccc(S(=O)(=O)N(CC(=O)N2CCC(C(N)=O)CC2)Cc2ccc(F)cc2)cc1	-2.7%	6%	-4%	-6%
CCn1c(SCC(=O)Nc2ccc(C(C)=O)cc2)nc2ccccc21	-0.7%	-18%	-17%	0%
O=C(CCC1N=C2c3ccccc3N=C(SCC(=O)Nc3ccccc3F)N2C1=O)NCc1cccs1 (stereo not drawn)	-0.3%	-14%	-4%[10.9 µM]	3%
Cn1cnnc1SCC(=O)Nc1ccccc1C(=O)NC1CCCC1	0.3%	1%	1%	0%
Cc1ccccc1Nc1sc(C(=O)c2ccc3c(c2)OCO3)c(N)c1S(=O)(=O)c1ccccc1	0.2%	-3%	-15%[10.9 µM]	12%
COc1cccc(NC(=O)C2CCC(CNS(=O)(=O)c3csc(C(N)=O)c3)CC2)c1 (stereo not drawn)	-0.2%	-3%	-12%[10.9 µM]	9%
CCc1ccc(C(C)NC(=O)Cn2cnc3c(=O)n(C)c(=O)n(C)c32)cc1 (stereo not drawn)	.	5%	.	1%
Nc1cccc(-c2cn3ccsc3n2)c1	2.8%	25µM*	-45%[inhibitor][10.9 µM]	?
Cc1cccc(C)c1NC(=O)Cn1nc(C)c2sc3ccccc3c2c1=O	0.5%	0%	-13%[10.9 µM]	35%[activator]
CC(=O)c1cccc(NC(=O)c2c(-c3ccccc3)c(-c3ccccc3)nn(C)c2=O)c1	?	-23%	9%[10.9 µM]	1%
CC(NC(=O)Cn1ncc2c3ccccc3n(Cc3ccc(F)cc3)c2c1=O)c1ccccc1 (stereo not drawn)	1.9%	-6%	?	-7%
COc1ccc(C(CC(=O)NCc2ccccc2)N2Cc3ccccc3C2=O)cc1 (stereo not drawn)	?	26%	9%[10.9 µM]	-1%
Cc1ccccc1NS(=O)(=O)c1ccc2[nH]cc(C(=O)N(C)Cc3ccco3)c(=O)c2c1	?	-7%	-29%	?
Cc1cccc(CN(C)CCc2ccccn2)c1	-1.7%	1%	-13%	-3%
CCn1c(SCC(=O)NNC(=S)Nc2ccc(C)cc2)nnc1-c1ccc(Cl)cc1	.	27%	.	19%
COc1ccc(OC)c(CNC(=O)c2nn(-c3ccc(OC)c(Cl)c3)c(=O)c3c2c2ccccc2n3C)c1	3.0%	27%	?	8%
CS(=O)(=O)N1CCC(C(=O)Nc2ccccc2F)CC1	-0.1%	15%	-11%	11%
Cc1ccc(CNC(=O)CCS(=O)(=O)c2cc3c(cc2C)NC(=O)CO3)cc1	0.5%	-21%	8%[10.9 µM]	-2%
CSc1nc2sc3c(c2c(=O)n1Cc1ccccc1)CCC(C(C)(C)C)C3 (stereo not drawn)	3.8%	13%	-13%[10.9 µM]	2%
c1cncc(Nc2nc(-c3ccncc3)cs2)c1	-8.2%	8%	8%	6%
O=C1c2ccccc2C2(c3ccccc3)NCCN12 (stereo not drawn)	0.7%	11%	0%	10%
O=C(CSc1nnc(-c2ccccc2F)o1)Nc1ccccc1Cl	7.7%	13µM*	11%[10.9 µM]	?
CCN1CCN(Cc2ccc(OCc3ccccc3)cc2)CC1	1.0%	?	-22%	?
Cc1[nH]c2ccccc2c1C1=CN2CCS(=O)(=O)N=C2S1	0.0%	-2%	7%	5%
COc1ccc(NC(=O)C(C/C=C(/C)Cl)C(C)=O)cc1 (stereo not drawn)	.	7%	.	-8%
Cc1nn(Cc2ccc(Cl)cc2)c(C)c1NC(=O)c1cc(-c2ccc3c(c2)OCO3)on1	13%	?	-45%[inhibitor]	?
CN(C)c1ccc(/C=C/c2noc(-c3ccccc3O)n2)cc1	?	-3%	-80%[inhibitor][10.9 µM]	-21%
CCOCC(O)CSCc1ccc(Cl)cc1 (stereo not drawn)	-1.1%	-4%	-11%	-12%
CCC(=O)N1CCCc2cc(S(=O)(=O)N3CCC(C(=O)NCc4ccc(F)cc4)CC3)ccc21	-0.4%	-13%	-9%[10.9 µM]	-2%
CCOC(=O)N1CCN(C(=O)c2cc(-c3ccc(F)cc3)[nH]c2C)CC1	-2.2%	-12%	-17%	5%
